High-throughput results deposited in PubChem by several laboratories.
m-calpain inh – blocks pig calpain II enzyme activity | AID 1236 | purified calpain II, fluorogenic peptide substrate, 30 min | actives 0.37% (n = 220,000) | inhibition, % at 16 µM;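 active = inhibition above about 50%, limit read from the data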
S1P4 antag – human S1P4 receptor antagonism; O95977; S1P4-expressing cells, antagonist mode, reporter read-out; inhibition, % at 4.98 µM; actives 0.26% (n = 220,000); in the data active = inhibition above about 29%;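 note: 0% = wells stimulated with agonist and 100% = vehicle wells without agonist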
Target sequence (O95977 whole entry, looked up): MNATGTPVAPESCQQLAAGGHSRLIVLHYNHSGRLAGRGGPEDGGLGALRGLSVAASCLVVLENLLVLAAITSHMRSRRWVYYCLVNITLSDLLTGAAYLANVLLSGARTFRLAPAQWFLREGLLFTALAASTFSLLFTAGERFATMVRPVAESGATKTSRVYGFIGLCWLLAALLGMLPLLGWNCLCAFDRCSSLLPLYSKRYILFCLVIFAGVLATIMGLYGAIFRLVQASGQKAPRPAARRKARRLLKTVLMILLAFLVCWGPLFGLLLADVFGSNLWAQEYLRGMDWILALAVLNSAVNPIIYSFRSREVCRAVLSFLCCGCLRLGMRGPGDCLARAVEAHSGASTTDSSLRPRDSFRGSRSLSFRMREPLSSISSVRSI
BaF3 tox – parental Ba/F3 viability inhibition as JAK2V617F counter-screen; CellTiter-Glo ATP luminescence; AID 1486; inhibition, % at 5.6 µM; actives 1.1% (n = 220,000);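 active = inhibition above a per-campaign cutoff, the mean inhibition of all tested compounds plus 3 SD, cut at about 27% in these data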;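 note: 0% = DMSO wells and 100% = JAK Inhibitor I control wells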
PERK inhibitor – blocks human PERK kinase. AID 1416. actives 0.17% (n = 220,000). CHO PERK-DD fusion, SEAP luminescence translation reporter. inhibition, % at 5.6 µM;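 active = inhibition above the mean inhibition of all tested compounds plus 3 SD, set separately per screening campaign, cut at about 2.9% in these data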;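 note: PERK kinase domain activated by AP20187 dimerizer at 100 nM; 0% = DMSO with dimerizer and 100% = rapamycin at 8.4 µM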
S1P4 ag – activates the human S1P4 receptor; O95977; S1P4-expressing cell line, agonist reporter assay; activation, % at 4.98 µM; actives 0.35% (n = 220,000); in the data active = activation above about 11%;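 note: 0% = DMSO vehicle and 100% = reference agonist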
EP2 mod – modulates human prostaglandin E2 receptor EP2 signaling | EP2-expressing cells, cAMP HTRF FRET, PGE2 co-stimulation | induction, % at 25 µM | actives 0.83% (n = 260,000);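 active = compounds whose cAMP rise, as percent of the full-agonist control response, exceeds 60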;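 note: rat C6 glioma line stably carrying human EP2 under a CMV promoter; the protocol text gives 20 µM as final concentration; 100% = response of wells given 1 µM PGE2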
Target sequence (P43116 whole entry, looked up): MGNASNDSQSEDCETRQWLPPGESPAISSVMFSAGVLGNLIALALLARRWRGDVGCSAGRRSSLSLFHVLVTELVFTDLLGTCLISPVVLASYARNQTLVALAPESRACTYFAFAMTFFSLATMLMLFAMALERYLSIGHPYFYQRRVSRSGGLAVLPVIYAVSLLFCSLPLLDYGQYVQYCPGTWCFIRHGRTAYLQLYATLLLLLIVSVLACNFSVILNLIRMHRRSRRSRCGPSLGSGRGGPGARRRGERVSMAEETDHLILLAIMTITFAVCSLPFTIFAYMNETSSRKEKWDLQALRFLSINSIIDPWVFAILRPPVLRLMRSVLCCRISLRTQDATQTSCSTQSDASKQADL
Ba/F3 V617F tox – loss of viability in JAK2V617F-driven Ba/F3 cells | Ba/F3 EpoR-JAK2V617F viability, ATP luminescence | inhibition, % at 5.6 µM | actives 1.1% (n = 220,000) | AID 1446;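 active = inhibition above the campaign mean plus 3 SD over all tested compounds, cut at about 24% in these data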;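 note: cytokine-independent growth of Ba/F3 cells driven by EpoR plus mutant JAK2; 0% = DMSO-treated cells and 100% = JAK inhibitor I control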
TRPN1 ag – zebrafish TRPN1 (NompC) channel agonism | HEK293 zebrafish TRPN1-YFP, Fluo-8 calcium fluorescence; 100% = response to 87 µM carbachol | activation, % at 3 µM | actives 0.18% (n = 220,000);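 active = activation above its plate's cutoff, the mean activation of test wells on that plate plus 3 SD, cut at about 19% in these data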;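 note: 0% = DMSO alone and 100% = 87 µM carbachol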
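Control set: carbachol 87 µM as high control, DMSO as low control; system: HEK293 stable line with zebrafish TRPN1-YFP; read-out: % activation versus carbachol response; detection: intracellular calcium fluorescence with Fluo-8; doses: single test compound dose, 3 µM nominal, 0.3% DMSO; schedule: dye 1 h 37 °C plus 30 min RT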
TRPML3 agonist – human mucolipin-3 channel agonism; Q8TDD5; HEK293 TRPML3-YFP, Fluo-8 calcium fluorescence; 100% = the carbachol control signal; activation, % at 3 µM; actives 0.29% (n = 220,000);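 active = activation above its plate's cutoff, the mean activation of the plate's test wells plus 3 SD, cut at about 12% in these data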;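 note: 0% = DMSO only wells and 100% = carbachol wells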
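Test system: HEK293 cells stably carrying human TRPML3-YFP; Doses: single dose, 3 µM final nominal compound, 0.3% DMSO final; Schedule: dye loading 1 h 37 °C then 30 min ambient, 125 s read; Technique: Fluo-8 calcium fluorescence; Benchmarks: high control carbachol 87 µM, low control DMSO.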
* = called active by the depositor. No enrichment for hits, and some 3.6% of all compounds hit somewhere here.

The first 2 records, to show the layout:
Results for O=S1(=O)CCC(NC(=S)N2CCCCCC2)C1 (configuration not stated) ?
m-calpain inh: 13.6; S1P4 antag: -8.9; BaF3 tox: -2.8; PERK inhibitor: 2.1; S1P4 ag: 1.6; EP2 mod: 2.5; Ba/F3 V617F tox: -2.4; TRPN1 ag: 0.3; TRPML3 agonist: 0.6

How did C/C(=N\Nc1ccc(F)cc1F)c1ccc(Br)s1 do in these assays?
m-calpain inh: -4.7; S1P4 antag: -17.3; BaF3 tox: -1.8; PERK inhibitor: -0.1; S1P4 ag: 0.1; EP2 mod: 44.4; Ba/F3 V617F tox: -2.8; TRPN1 ag: -0.5; TRPML3 agonist: 0.6

The listing (from the top)
Results for O=S1(=O)CCC(NC(=S)N2CCCCCC2)C1 (configuration not stated) ?
m-calpain inh: 13.6; S1P4 antag: -8.9; BaF3 tox: -2.8; PERK inhibitor: 2.1; S1P4 ag: 1.6; EP2 mod: 2.5; Ba/F3 V617F tox: -2.4; TRPN1 ag: 0.3; TRPML3 agonist: 0.6

How did C/C(=N\Nc1ccc(F)cc1F)c1ccc(Br)s1 do in these assays?
m-calpain inh: -4.7; S1P4 antag: -17.3; BaF3 tox: -1.8; PERK inhibitor: -0.1; S1P4 ag: 0.1; EP2 mod: 44.4; Ba/F3 V617F tox: -2.8; TRPN1 ag: -0.5; TRPML3 agonist: 0.6

How did CC1CCN(C(=O)C2CCC(CNS(=O)(=O)c3cccc4cccnc34)CC2)CC1 (configuration not stated) do in these assays?
m-calpain inh: 5.2; S1P4 antag: -14.2; BaF3 tox: 8.0; PERK inhibitor: -1.9; S1P4 ag: 2.2; EP2 mod: 1.3; Ba/F3 V617F tox: 6.1; TRPN1 ag: 3.3; TRPML3 agonist: 0.4

What do the screens show for `COc1cccc(CN2CCNC(=O)C2CC(=O)NCCc2ccccn2)c1` (configuration not stated)?
m-calpain inh: -29.6; S1P4 antag: -22.3; BaF3 tox: 2.9; PERK inhibitor: 0.4; S1P4 ag: -2.0; EP2 mod: -1.3; Ba/F3 V617F tox: -2.1; TRPN1 ag: 0.9; TRPML3 agonist: 0.5

Results for CCN(CC)Cc1cc(C(C)=O)ccc1O ?
m-calpain inh: 7.9; S1P4 antag: 1.8; BaF3 tox: 0.1; PERK inhibitor: 2.1; S1P4 ag: -1.9; EP2 mod: 23.1; Ba/F3 V617F tox: -3.4; TRPN1 ag: 1.2; TRPML3 agonist: 0.0

How did Cc1nn(Cc2ccc(Cl)cc2)c2sc(C(=O)OCC(N)=O)cc12 do in these assays?
m-calpain inh: 12.0; S1P4 antag: 0.0; BaF3 tox: 1.9; PERK inhibitor: -1.3; S1P4 ag: -2.0; EP2 mod: 23.3; Ba/F3 V617F tox: -1.6; TRPN1 ag: 0.4; TRPML3 agonist: 0.1

What do the screens show for `Cc1ccc(-c2nc3c(=O)n(-c4ccccc4)c4c(c(=O)n(C)c(=O)n4C)c3o2)cc1`?
m-calpain inh: -70.3; S1P4 antag: 8.8; BaF3 tox: -0.9; PERK inhibitor: -0.9; S1P4 ag: 0.9; EP2 mod: -8.0; Ba/F3 V617F tox: 6.8; TRPN1 ag: 2.5; TRPML3 agonist: 0.5

Results for O=C(CCCSc1nnc(SCCCC(=O)c2ccc(F)cc2)s1)c1ccc(F)cc1 ?
m-calpain inh: 23.1; S1P4 antag: -6.2; BaF3 tox: -1.0; PERK inhibitor: -1.2; S1P4 ag: 1.4; EP2 mod: 18.6; Ba/F3 V617F tox: 3.6; TRPN1 ag: -1.2; TRPML3 agonist: 0.2

How did COc1cccc(/C=C/C(=O)Oc2ccc(C(=O)c3ccc(F)cc3)cc2)c1 do in these assays?
m-calpain inh: 22.9; S1P4 antag: -15.1; BaF3 tox: 5.2; PERK inhibitor: 1.8; S1P4 ag: 3.9; EP2 mod: -3.7; Ba/F3 V617F tox: -0.3; TRPN1 ag: 1.7; TRPML3 agonist: 1.0

How did CC(=O)Nc1ccc(S(=O)(=O)N2CCC(NC(=O)c3ccco3)CC2)cc1 do in these assays?
m-calpain inh: -25.5; S1P4 antag: 1.3; BaF3 tox: 6.6; PERK inhibitor: 1.1; S1P4 ag: 0.2; EP2 mod: 3.6; Ba/F3 V617F tox: 0.6; TRPN1 ag: 1.0; TRPML3 agonist: 0.8

How did COc1ccc(C(=O)N(c2ccccn2)C2CCCCC2)c(OC)c1 do in these assays?
m-calpain inh: -8.6; S1P4 antag: -1.5; BaF3 tox: 5.2; PERK inhibitor: -0.1; S1P4 ag: 1.0; EP2 mod: 19.3; Ba/F3 V617F tox: -2.1; TRPN1 ag: 0.7; TRPML3 agonist: -0.1

Results for O=[N+]([O-])c1ccc(Cl)c(/C=N/N2CCN(Cc3ccc(Cl)cc3)CC2)c1 ?
m-calpain inh: 15.2; S1P4 antag: 10.2; BaF3 tox: 6.1; PERK inhibitor: -1.4; S1P4 ag: 0.7; EP2 mod: 28.0; Ba/F3 V617F tox: 6.9; TRPN1 ag: 1.5; TRPML3 agonist: 0.8

What do the screens show for `O=c1[nH][nH]c(-c2ccccc2O)c1C(C[N+](=O)[O-])c1ccc(Cl)cc1Cl` (configuration not stated)?
m-calpain inh: -41.3; S1P4 antag: -1.7; BaF3 tox: 5.2; PERK inhibitor: 1.1; S1P4 ag: 0.7; EP2 mod: 2.4; Ba/F3 V617F tox: -2.6; TRPN1 ag: -2.2; TRPML3 agonist: 0.4

Results for CCOC(=O)N1CCC(Nc2c(N3CCN(c4cc(Cl)ccc4C)CC3)c(=O)c2=O)CC1 ?
m-calpain inh: -42.1; S1P4 antag: -3.5; BaF3 tox: 1.2; PERK inhibitor: -0.5; S1P4 ag: 0.9; EP2 mod: -5.3; Ba/F3 V617F tox: -1.9; TRPN1 ag: -0.7; TRPML3 agonist: 0.7

How did Cc1ccc(C(=O)NCC(=O)OCC(=O)/C=C2\N(C)c3ccccc3C2(C)C)cc1C do in these assays?
m-calpain inh: -20.9; S1P4 antag: -13.4; BaF3 tox: 4.7; PERK inhibitor: 0.5; S1P4 ag: 1.7; EP2 mod: -43.8; Ba/F3 V617F tox: -1.8; TRPN1 ag: -1.2; TRPML3 agonist: -1.7

What do the screens show for `Cc1cc(C(=O)OCC(=O)NCc2ccc3c(c2)OCO3)c2ccccc2n1`?
m-calpain inh: -10.4; S1P4 antag: -4.0; BaF3 tox: 7.4; PERK inhibitor: 0.9; S1P4 ag: 1.6; EP2 mod: -42.7; Ba/F3 V617F tox: 2.2; TRPN1 ag: -0.1; TRPML3 agonist: 0.9

Results for COc1ccc(N2C(=O)CC(SC(C)C)C2=O)cc1 (configuration not stated) ?
m-calpain inh: -7.5; S1P4 antag: -13.2; BaF3 tox: 4.7; PERK inhibitor: 1.1; S1P4 ag: 0.3; EP2 mod: 5.0; Ba/F3 V617F tox: -0.6; TRPN1 ag: 1.3; TRPML3 agonist: 0.8

What do the screens show for `NC(=S)N=Nc1c(O)n(CCCl)c2ccc(Br)cc12`?
m-calpain inh: -6.8; S1P4 antag: 9.9; BaF3 tox: 6.7; PERK inhibitor: 0.5; S1P4 ag: -1.5; EP2 mod: 16.6; Ba/F3 V617F tox: -3.1; TRPN1 ag: -1.6; TRPML3 agonist: -0.9

How did Cc1cccc(Nc2ccc(NCc3ccccc3)nn2)c1 do in these assays?
m-calpain inh: 26.8; S1P4 antag: 5.8; BaF3 tox: -0.6; PERK inhibitor: 0.4; S1P4 ag: 1.0; EP2 mod: -37.5; Ba/F3 V617F tox: -2.7; TRPN1 ag: -1.2; TRPML3 agonist: 0.8

How did Cc1cc(NCC(c2ccccc2)c2ccccc2)n2ncnc2n1 do in these assays?
m-calpain inh: 31.4; S1P4 antag: 21.2; BaF3 tox: 5.6; PERK inhibitor: -0.8; S1P4 ag: -0.4; EP2 mod: -20.2; Ba/F3 V617F tox: 5.8; TRPN1 ag: -2.8; TRPML3 agonist: -1.0

How did CC(C)c1cc(C(C)C)c(S(=O)(=O)NNC(=O)c2ccncc2)c(C(C)C)c1 do in these assays?
m-calpain inh: -10.2; S1P4 antag: -6.3; BaF3 tox: 2.6; PERK inhibitor: 0.7; S1P4 ag: 0.5; EP2 mod: 52.1; Ba/F3 V617F tox: -1.2; TRPN1 ag: 0.3; TRPML3 agonist: 0.4

What do the screens show for `O=C(O)CNCC1COc2ccccc2O1` (configuration not stated)?
m-calpain inh: -17.7; S1P4 antag: -12.7; BaF3 tox: 1.3; PERK inhibitor: -0.1; S1P4 ag: 1.9; EP2 mod: 31.4; Ba/F3 V617F tox: -2.9; TRPN1 ag: 1.3; TRPML3 agonist: 0.1

What do the screens show for `COC(=O)c1ccc(/C=N/NC(=O)CCSc2nc3ccccc3s2)cc1`?
m-calpain inh: 14.3; S1P4 antag: -18.1; BaF3 tox: 5.2; PERK inhibitor: 2.1; S1P4 ag: 0.0; EP2 mod: -47.1; Ba/F3 V617F tox: -5.6; TRPN1 ag: 0.2; TRPML3 agonist: 0.2

What do the screens show for `O=C(NCC1OCCc2ccccc21)c1cc(COc2ccc(F)cc2Cl)on1` (configuration not stated)?
m-calpain inh: 13.7; S1P4 antag: -1.9; BaF3 tox: 5.6; PERK inhibitor: -0.1; S1P4 ag: -0.8; EP2 mod: -35.4; Ba/F3 V617F tox: 5.0; TRPN1 ag: 0.2; TRPML3 agonist: -0.1

What do the screens show for `COc1ccc(CNC(=O)C(=O)NC2CC(C)(C)NC(C)(C)C2)cc1`?
m-calpain inh: -0.9; S1P4 antag: -13.5; BaF3 tox: -0.6; PERK inhibitor: 1.0; S1P4 ag: -0.7; EP2 mod: -14.3; Ba/F3 V617F tox: -1.8; TRPN1 ag: 0.4; TRPML3 agonist: 0.1

Results for O=C(CSc1nnc(NC(=O)c2ccccc2C(=O)O)s1)Nc1ccccc1Cl ?
m-calpain inh: -21.0; S1P4 antag: -15.8; BaF3 tox: 13.0; PERK inhibitor: 1.5; S1P4 ag: 0.1; EP2 mod: 20.3; Ba/F3 V617F tox: 1.2; TRPN1 ag: -1.6; TRPML3 agonist: 0.2

Results for CN(C)CCC(O)c1ccccc1 (configuration not stated) ?
m-calpain inh: 8.7; S1P4 antag: -15.0; BaF3 tox: 2.0; PERK inhibitor: 0.3; S1P4 ag: 2.8; EP2 mod: -19.1; Ba/F3 V617F tox: -0.6; TRPN1 ag: 1.0; TRPML3 agonist: 0.3

How did CCN1C(=O)/C(=C\c2cccs2)C(C(=O)OC)=C1C do in these assays?
m-calpain inh: 13.0; S1P4 antag: -13.2; BaF3 tox: 1.9; PERK inhibitor: -0.7; S1P4 ag: 2.5; EP2 mod: 31.9; Ba/F3 V617F tox: 3.0; TRPN1 ag: 0.2; TRPML3 agonist: 0.6

What do the screens show for `CC(=O)Nc1ccc(S(=O)(=O)N2CCC(NC(=O)C(Cc3cccn3C)NC(C)=O)CC2)cc1` (configuration not stated)?
m-calpain inh: -17.1; S1P4 antag: -5.5; BaF3 tox: 7.2; PERK inhibitor: 0.3; S1P4 ag: 0.4; EP2 mod: 11.1; Ba/F3 V617F tox: 5.6; TRPN1 ag: 0.1; TRPML3 agonist: -0.1

What do the screens show for `Cc1cnc(C)c(N(C)NC(=S)Nc2ccccc2)n1`?
m-calpain inh: -3.6; S1P4 antag: 7.2; BaF3 tox: 5.0; PERK inhibitor: 0.7; S1P4 ag: 0.2; EP2 mod: 26.6; Ba/F3 V617F tox: -1.7; TRPN1 ag: 3.1; TRPML3 agonist: 0.2
